MEKK2 mut-MEK5 = signal of MEK5 binding to mutant human MEKK2 PB1 domain; percent response, % at 10 µM; bead flow cytometry, Alexa488-MEK5 binding to MEKK2 mutant; 290,000 tested, 0.35% active; in the data active means percent response above about 24%, passing the limit was not always enough; further: inactives centre near 1; some results filed as inactive read as strong as hits
OXTR potentiate = potentiates the human oxytocin receptor response; P30559; CHO-OTR cells, Fluo-8 calcium fluorescence, potentiator mode; 0% = oxytocin EC15, 100% = EC100; activation, % at 3 µM; 320,000 tested, 0.061% active;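 active means activation above that plate's cutoff, the mean activation of tested compounds plus 3 SD, cut at about 6.6% in these data, passing the limit was not always enough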;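 further: 100% uses oxytocin at 75 nM as the full agonist control; some results filed as inactive read as strong as hits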
Target sequence (P30559 whole entry, looked up): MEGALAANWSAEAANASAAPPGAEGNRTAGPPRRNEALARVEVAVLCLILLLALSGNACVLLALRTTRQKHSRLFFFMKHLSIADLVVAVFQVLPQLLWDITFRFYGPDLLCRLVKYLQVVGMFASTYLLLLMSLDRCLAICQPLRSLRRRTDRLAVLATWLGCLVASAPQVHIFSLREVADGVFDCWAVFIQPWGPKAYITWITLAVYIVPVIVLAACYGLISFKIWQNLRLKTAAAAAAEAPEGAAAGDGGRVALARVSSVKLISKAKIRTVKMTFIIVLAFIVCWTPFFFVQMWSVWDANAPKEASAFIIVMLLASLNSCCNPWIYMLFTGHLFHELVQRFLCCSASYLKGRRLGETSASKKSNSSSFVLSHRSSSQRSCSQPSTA
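Assay system: CHO cell line stably expressing human OTR | Also added: Oxytocin at about EC15, sub-maximal agonist stimulus | Times: Compound 6 min at room temperature before oxytocin, 100 s read | Measured by: Fluo-8 intracellular calcium fluorescence, ex 470-495, em 515-575 nm | Controls: EC15 oxytocin alone as 0%, 75 nM oxytocin as 100%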
GPR7 antag = antagonists of human GPR7 (neuropeptides B/W receptor 1). GPR7-expressing cells, fluorescence antagonist assay. AID 1861. inhibition, % at 4.4 µM. 290,000 tested, 1.1% active; in the data active means inhibition above about 16%, passing the limit was not always enough;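 further: cells stimulated with the agonist NPW; 0% = agonist with vehicle and 100% = vehicle without agonist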
Target sequence (P48145 whole entry, looked up): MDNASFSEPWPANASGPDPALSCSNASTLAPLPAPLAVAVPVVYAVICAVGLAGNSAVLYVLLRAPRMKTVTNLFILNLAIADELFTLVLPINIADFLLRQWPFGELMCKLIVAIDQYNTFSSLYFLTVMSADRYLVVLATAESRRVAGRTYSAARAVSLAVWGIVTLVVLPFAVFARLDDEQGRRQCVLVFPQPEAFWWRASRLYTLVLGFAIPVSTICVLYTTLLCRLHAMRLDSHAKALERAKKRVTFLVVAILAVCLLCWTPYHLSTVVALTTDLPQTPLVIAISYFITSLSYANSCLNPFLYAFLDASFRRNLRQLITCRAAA
GalR3 antagonist = human GalR3 antagonism | O60755 | HEK293 GalR3-CNG cAMP membrane potential fluorescence; galR3 body fused to GalR1 C-terminus | inhibition, % at 3 µM | 360,000 tested, 0.44% active | AID 651719;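 active means inhibition above the screen-wide average plus 3 SD, cut at about 13% in these data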;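 further: forskolin and galanin both at EC90 stimulate the cells; cAMP rise reported by CNG channel membrane potential dye signal; 0% = forskolin plus galanin with DMSO and 100% = forskolin alone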
Target sequence (O60755 1-299 limits assumed): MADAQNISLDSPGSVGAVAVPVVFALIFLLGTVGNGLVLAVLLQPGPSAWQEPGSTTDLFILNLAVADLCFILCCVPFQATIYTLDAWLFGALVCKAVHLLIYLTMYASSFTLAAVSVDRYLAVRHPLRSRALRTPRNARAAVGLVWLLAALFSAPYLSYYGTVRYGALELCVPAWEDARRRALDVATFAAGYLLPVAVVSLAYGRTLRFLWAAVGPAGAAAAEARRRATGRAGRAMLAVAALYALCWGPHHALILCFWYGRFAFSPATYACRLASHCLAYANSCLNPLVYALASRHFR
V1R ag counter = counter-screen for oxytocin receptor agonists: human V1a receptor agonists. CHO-V1R cells, Fluo-8 calcium fluorescence, agonist mode; 0% DMSO, 100% 3 nM vasopressin. activation, % at 3 µM. AID 2797. 320,000 tested, 0.25% active. P37288;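 active means activation above the mean activation of all tested compounds plus 3 SD, per screening run, cut at about 20% in these data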;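 further: signal is peak over basal fluorescence ratio across a 100 second FLIPR read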
M18AAP inhibitor = blocks P. falciparum M18 aspartyl aminopeptidase | recombinant PfM18AAP, H-Glu-NHMec fluorogenic cleavage | inhibition, % at 7.35 µM | 290,000 tested, 1.2% active;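 active means inhibition above the campaign mean inhibition over all tested compounds plus 3 SD, cut at about 28% in these data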;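 further: 0% = plate median of test compound wells and 100% = 2 mM ZnCl2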
OXTR agonist = agonists of human oxytocin receptor | P30559 | CHO-OTR cells, Fluo-8 calcium fluorescence; normalized: DMSO 0%, oxytocin 100% | activation, % at 3 µM | 320,000 tested, 0.32% active;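 active means activation above the mean of all tested compounds plus 3 SD, cutoff set per screening run, cut at about 20% in these data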;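 further: peak over basal fluorescence ratio from a 100 s FLIPR kinetic read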
MEKK2wt PB1 HTS = raises or lowers MEK5 binding to wildtype human MEKK2 PB1 domain. bead flow cytometry, Alexa488-MEK5 binding to MEKK2 WT; actives lie on both sides. binding response (% of control), % at 10 µM. 290,000 tested, 1.1% active. AID 1531; in the data active means binding response below about 67% or above about 130%
NALP1 yeast inh = blocks the NALP1 inflammasome reconstituted in yeast; S. cerevisiae NALP1/ASC/caspase-1 growth, X-gal OD620, 72 h; 280,000 tested, 0.61% active; inhibition, % at 10 µM; in the data active means inhibition mostly above about 24%, no sharp cut-off; inactive means mostly below about 32%; further: some compounds called inactive have numbers as strong as hits
* = called active by the depositor; x = no result given.

SMILES	MEKK2 mut-MEK5	OXTR potentiate	GPR7 antag	GalR3 antagonist	V1R ag counter	M18AAP inhibitor	OXTR agonist	MEKK2wt PB1 HTS	NALP1 yeast inh
Cc1cc(NS(=O)(=O)c2ccc(NC(=O)COc3ccc(Br)cc3)cc2)nc(C)n1	-1	-3	-1	2	1.0	-13	0.4	96	12
COC(=O)c1sc2nc(CN3CCOCC3)nc(N3CCOCC3)c2c1C	4	-5	-9	1	1.0	-4	-1.4	100	16
Cc1ccccc1NC(=O)C(=Cc1ccc(C(=O)O)cc1)C(=O)Nc1ccccc1C	-3	x	5	-2	x	9	x	96	4
CC(C)[C@H](NC(=O)[C@@H]1Cc2ccccc2CN1C(=O)OC(C)(C)C)C(=O)NCC1CCCO1 (stereo partly drawn)	0	-12	-5	-9	-0.7	7	-1.7	95	11
C#Cc1ccc(CN2CCN(CCc3ccccc3)C(CCO)C2)cc1 (stereo not drawn)	2	-3	-7	-10	0.6	4	1.7	110	15
CCCn1c2ccc(F)cc2c2nnc(SCCN3CCOCC3)nc21	1	x	-9	-5	x	8	x	98	9
COc1ccc(NC(=O)COc2ccc3c(C)cc(=O)oc3c2)cc1S(=O)(=O)N1CCCCC1	x	-4	x	-3	-0.8	x	0.0	x	x
CCN1C(=O)/C(=c2\sc3nc(=O)c(Cc4ccccc4)nn3c2=O)c2ccccc21	26	5	-14	-3	1.5	-7	1.3	109	14
CN(Cc1ccco1)C(=O)CN1C(=O)NC2(CCCCC2)C1=O	x	-3	x	-1	0.0	x	0.9	x	x
COc1ccc(NC(=O)COC(=O)c2ccc([N+](=O)[O-])o2)cc1Cl	5	-11	-2	-5	0.9	-2	0.2	123	12
CC(C)CN1C(=O)c2ccc(C(=O)Nc3c[nH]c(=O)[nH]c3=O)cc2C1=O	4	-5	-6	3	1.1	-5	0.5	100	12
CCOc1cc(CNCCc2ccccc2)ccc1OCC(=O)NC(C)(C)C	10	-2	-7	-6	1.9	3	2.5	99	22
O=C(O)COCC(=O)Nc1ccccc1-c1ccccc1	1	5	-3	0	1.2	1	0.6	101	-6
O=C(Nc1cc(Cl)ccc1Oc1ccccc1)c1ccccc1F	10	-14	-19	0	-0.1	0	-1.0	107	8
CCN(c1ccc(Cl)cc1)S(=O)(=O)c1nnc(NC(=O)C(C)C)s1	10	x	-16	-11	x	6	x	105	32
O=S(=O)(NCc1ccccn1)c1ccccn1	-2	-3	-4	-7	1.0	-7	-0.5	98	15
COc1ccc(NC(=O)COc2cccc3c2CCN(Cc2cccnc2)C3=O)cc1	8	-7	-9	0	2.1	-17	0.8	106	15
Cc1nnc(SCC(=O)Nc2ccc(Cl)cn2)[nH]c1=O	-2	-9	-10	3	0.6	3	0.4	105	15
O=C(O)/C(=C/c1ccco1)NC(=O)c1ccc(Br)o1	3	-5	-12	-13	0.3	3	0.2	107	0
CCc1nc2sc3c(c2c(=O)o1)CCCC3	x	-6	-1	-2	-0.9	4	-0.9	x	-2

Entries above that contain a Cl atom, in the order listed:
SMILES	MEKK2 mut-MEK5	OXTR potentiate	GPR7 antag	GalR3 antagonist	V1R ag counter	M18AAP inhibitor	OXTR agonist	MEKK2wt PB1 HTS	NALP1 yeast inh
COc1ccc(NC(=O)COC(=O)c2ccc([N+](=O)[O-])o2)cc1Cl	5	-11	-2	-5	0.9	-2	0.2	123	12
O=C(Nc1cc(Cl)ccc1Oc1ccccc1)c1ccccc1F	10	-14	-19	0	-0.1	0	-1.0	107	8
CCN(c1ccc(Cl)cc1)S(=O)(=O)c1nnc(NC(=O)C(C)C)s1	10	x	-16	-11	x	6	x	105	32
Cc1nnc(SCC(=O)Nc2ccc(Cl)cn2)[nH]c1=O	-2	-9	-10	3	0.6	3	0.4	105	15

Reprinted at random: 4 records from the list
SMILES	MEKK2 mut-MEK5	OXTR potentiate	GPR7 antag	GalR3 antagonist	V1R ag counter	M18AAP inhibitor	OXTR agonist	MEKK2wt PB1 HTS	NALP1 yeast inh
COc1ccc(NC(=O)COc2cccc3c2CCN(Cc2cccnc2)C3=O)cc1	8	-7	-9	0	2.1	-17	0.8	106	15
CCc1nc2sc3c(c2c(=O)o1)CCCC3	x	-6	-1	-2	-0.9	4	-0.9	x	-2
COc1ccc(NC(=O)COC(=O)c2ccc([N+](=O)[O-])o2)cc1Cl	5	-11	-2	-5	0.9	-2	0.2	123	12
C#Cc1ccc(CN2CCN(CCc3ccccc3)C(CCO)C2)cc1 (stereo not drawn)	2	-3	-7	-10	0.6	4	1.7	110	15

Additional entries:
SMILES	MEKK2 mut-MEK5	OXTR potentiate	GPR7 antag	GalR3 antagonist	V1R ag counter	M18AAP inhibitor	OXTR agonist	MEKK2wt PB1 HTS	NALP1 yeast inh
CN1CCN(CCNC(=O)c2cn(Cc3ccccc3F)nn2)CC1	-7	-8	-10	-3	0.3	3	-0.4	92	-3
Cc1cccc(C(=O)NC2CCN(C(=O)Nc3ccccc3C)CC2)c1	3	-18	-6	-6	-0.8	-8	-0.1	96	5
CCSc1nc(=S)n(CC)c(C)c1C(C)=O	7	-7	-15	-6	-0.4	0	0.0	101	16
Cc1cc(C)nc(SCc2ccc(C(=O)N/N=C/c3cccnc3)cc2)n1	-9	-11	-2	x	1.0	-6	-0.4	90	6
COc1ccc(C2/C(=C(/O)c3ccc(C)cc3)C(=O)C(=O)N2C)cc1 (stereo not drawn)	12	-2	-15	-4	1.2	3	0.4	107	x
CCN(CC)c1ccc(/C=N/NC(=O)C2CC2)cc1	-3	-2	8	-1	-0.4	15	-1.4	93	36
CCc1noc(C)c1C(=O)OC(C)C(=O)Nc1ccccc1OC (stereo not drawn)	x	-5	x	4	-0.4	x	-1.3	x	x
Cc1cccc(OCC(=O)NNC(=O)Nc2cccc(Cl)c2)c1C	2	-6	7	0	-0.5	5	-0.1	99	32
Cc1cccc(-c2nc(C#N)c(NCc3ccco3)o2)c1	5	-10	-9	0	-0.5	4	-2.0	101	-8
O=C(COc1ccc(Cl)cc1Cl)c1ccc[nH]1	0	-4	-15	-6	-1.0	-10	-1.9	102	2
Cc1ccc(SCCC(=O)NCc2ccncc2)cc1	-5	-7	0	-3	-0.4	-4	-1.4	94	-14
CCc1nc(N)c(C#N)c(-c2ccco2)c1C	0	-13	-12	-3	-0.7	-8	-1.8	99	26
Cn1nc(C(=O)NCCCN2CCCCC2)c2c1-c1ccccc1S(=O)(=O)C2	0	7	0	x	0.4	0	1.2	100	10
O=C(OCCN1CCCCC1)c1ccccc1Br	12	2	-6	-11	0.6	-10	2.1	104	-1
CC(C)C[C@H](NS(=O)(=O)c1ccc(Br)cc1)C(=O)O	1	3	-13	-4	0.5	-10	0.1	101	12
COC(=O)C1CCN(S(=O)(=O)c2ccc(NC(C)=O)cc2)CC1	-2	-5	-2	-5	0.9	-5	0.6	98	17
COc1cc(NC(=O)c2ccc([N+](=O)[O-])cc2)ccc1NC(=O)C(C)C	2	0	-2	-3	-0.1	-6	0.2	99	-18
COc1ccc(C(=O)CSc2nc(N)nc(SC)c2C#N)cc1	-3	-1	-13	-4	0.3	3	1.1	92	8
CC12CN3CC(C)(CN(C1)C3c1ccc(Cl)cc1Cl)C2=O (stereo not drawn)	-2	-1	-15	-2	0.2	4	0.4	99	35
O=C(Oc1ccccc1C(=O)N1CCOCC1)c1ccc(Br)cc1	-5	-2	-6	-5	-0.7	2	-1.1	96	-12
Cc1cc(C)n2nc(-c3cccc(Br)c3)cc2n1	2	0	-8	-8	1.3	-1	-1.9	108	24
CCCC(CCC)c1nnc(NC(=O)c2ccco2)s1	3	-2	-13	-10	-0.3	6	-1.0	109	15
CCCCNC(=O)C(=O)Nc1cc2c3c(c1)CCC(=O)N3CCC2	3	-6	-8	-6	-0.2	1	-0.2	104	22
Cc1ccccc1S(=O)(=O)Cc1ccc(C(=O)NC(C)c2ccccc2)o1 (stereo not drawn)	-1	-13	8	-7	5.6	-14	5.2	95	11
C/C=C(\C)c1nnc(NC(=O)OCC)s1	1	-2	10	-2	-0.4	-1	-1.1	102	42
Cc1cc(C)cc(C(=O)N2CCC(C(N)=O)CC2)c1	4	-4	5	0	0.8	-6	-0.9	108	34
CCOc1ccccc1OCC(=O)Nc1ccc(Cl)cc1Cl	3	-4	-4	2	0.1	2	-0.5	107	-3
O=C(CC(Nc1ccc(Cl)cc1)C(=O)O)c1ccccc1 (stereo not drawn)	4	0	-5	-7	0.3	-33	0.7	102	-13
CCNC(=S)N(CCN(C)C)Cc1cc2cc(OCC)ccc2[nH]c1=O	-6	-12	5	2	-0.5	-7	-0.3	99	0
CCC(C)c1ccc(S(=O)(=O)N2CCN3CCCC3C2)cc1 (stereo not drawn)	5	-10	-5	-11	0.2	-6	-0.8	110	16
CCCC(=O)Nc1ccc(N2CCCCC2)cc1	13	-1	-2	3	-0.9	2	0.6	105	-1
CC1(C(=O)N(Cc2ccccc2)Cc2ccccc2)CC1(Br)Br (stereo not drawn)	-1	-9	-2	-11	-0.5	-9	-2.4	100	10
CC(Oc1ccc(-c2ccccc2)c(F)c1)c1ccn(S(=O)(=O)c2ccc(F)cc2)n1 (stereo not drawn)	2	-24	-10	0	2.7	3	1.5	106	2
C=C(C)COc1ccc2c(CC)cc(=O)oc2c1	-6	-1	-1	5	-1.6	-5	-0.6	94	14
Cc1onc(-c2c(F)cccc2Cl)c1C(=O)OCC(=O)NC(=O)NCC(C)C	-5	-10	7	-6	-1.4	-1	0.1	89	-13
N=c1c2c(ncn1Cc1ccco1)Oc1ccc3ccccc3c1C2c1ccccc1 (stereo not drawn)	3	0	-7	-7	1.2	-22	0.9	114	57*
NC(=O)c1ccc(N2CCCCC2)c(N2C(=O)C3CC=CCC3C2=O)c1 (stereo not drawn)	-2	-9	-8	-2	0.0	-13	2.5	99	-2
COc1ccc(-n2cc(CN3CCCC3)c(-c3cccc(F)c3)n2)cc1	8	-5	5	-2	0.7	0	1.2	112	8
CC(C)c1ccc(/C=C2\SC(=O)N(CC(=O)NC3CCS(=O)(=O)C3)C2=O)cc1 (stereo not drawn)	-2	-14	0	0	9.7	10	9.3	96	18
COc1ccc(/C=N/Nc2ccc(C(F)(F)F)cc2[N+](=O)[O-])cc1O	0	-7	-14	-6	1.9	7	2.6	102	26
O=C(NCC1CCCO1)c1ccccc1-c1nc(-c2ccc(F)cc2)no1 (stereo not drawn)	-8	-6	-10	0	1.2	4	-1.5	100	8
CC(=O)c1ccc(NC(=O)CSc2nccn2C)cc1	-1	-8	-9	-7	0.3	-2	0.1	96	-1

NALP1 yeast inh: hit marks shown above.
Molecule	MEKK2 mut-MEK5	OXTR potentiate	GPR7 antag	GalR3 antagonist	M18AAP inhibitor	MEKK2wt PB1 HTS	NALP1 yeast inh
N=c1c2c(ncn1Cc1ccco1)Oc1ccc3ccccc3c1C2c1ccccc1 (stereo not drawn)	3	0	-7	-7	-22	114	57*
